# From PubChem BioAssay
# TSG101-PTAP inh: blocks PTAP/TSG101 interaction to inhibit HIV-1 budding; Fluorescence polarization, FITC-PTAP peptide / Tsg101 binding; Potency, µM (doses to about 115 µM), for the others: at the top dose activity change, negative = inhibition, most hits filed as inhibitors; 340,000 tested, under 10 active; active means well fitted inhibition curve with a large enough effect in the main read-out, with a control signal flat, not every such curve was filed as active; inconclusive means small, poorly fitted or top-dose-only effect, or effect the other way, or a change in a side signal; inactive means no such curve, though single readings can be large or run the other way; further: potency means the concentration at half of the fitted maximal effect; % of control where 0% means no effect
#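 FP read-out: FITC-PTAP peptide, 50 nM final, binding Tsg101 binding domain, 10 uM final; 20 min, r.t.; 10 mM HEPES pH 7.5, 0.15 M NaCl, 0.01% Tween 20, 3 mM EDTA, 0.1 mM TCEP.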
# Mito fusion act: mitochondrial division inhibition or fusion activation; S. cerevisiae fusion-defective mutant growth rescue, CellTiterGlo 48 h; Potency, µM (series often up to 46.1 µM), without a hit: top-dose growth rescue (activation), actives largely listed as activators; 320,000 compounds, 0.23% hits;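 further: potency means the concentration at half of the fitted maximal effect; % of control where 0% means no effect; nearly all actives have a fitted effect of over 45% in size; temperature-sensitive fusion mutants such as fzo1-1 at 37 °C on non-fermentable ethanol glycerol medium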
#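 Luminescent cell viability in 1536-well qHTS format served as the measure of rescued growth in ts fusion-mutant S. cerevisiae cultured on non-fermentable YPEG for 48 hours at 37C.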
# Tb PFK inh: T. brucei PFK enzyme inhibition | T. brucei PFK, ADP-Glo luminescence | 330,000 compounds, 0.17% hits | O15648 | Potency, µM (highest dose often 57.5 µM), inactives show at the top dose activity, negative = inhibition, usual class: inhibitors;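 further: potency means the concentration at half of the fitted maximal effect; 0% = uninhibited 1x PFK enzyme wells and -100% = no-enzyme wells; nearly all actives have a fitted effect of over 60% in size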
#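 PFK 1.25 nM, F6P 0.5 mM, ATP 0.1 mM, 0.1 M TEA pH 8.0, 5 mM MgCl2, 0.01% Tween20, 0.1% BSA; 45 min RT. ADP-Glo readout. qHTS titration up to 57 uM; curves fitted, compounds curve-classed.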
# A-T KAP1 phos: potential ataxia-telangiectasia treatments restoring KAP-1 phosphorylation. […] A-T fibroblasts, KAP-1 phosphorylation AlphaLISA; neocarzinostatin DNA damage 30 min before lysis. Potency, µM (doses to about 57.5 µM), without a hit: at the top dose activation, usual class: activators. 320,000 compounds, 0.19% hits. AID 485349; further: potency means the concentration at half of the fitted maximal effect; % of control where 0% means no effect; nearly all actives have a fitted effect of over 45% in size
#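 hTERT-immortalized A-T patient fibroblasts ([…]), 500 cells/well in OPTI-MEM, 1% FBS, got compounds for 60 min, then NCS for 30 min at 37C. Lysates were then assayed for phospho-KAP-1 by AlphaLISA (anti-pKAP1 donor, anti-KAP1 acceptor beads), 6 hr at 25C.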
# S-ASM inh: inhibitors of human secretory acid sphingomyelinase. placental ASM, HMU-PC fluorogenic substrate, 60 min. Potency, µM (titrated, usually from 57.5 µM), for inactives: at the top dose activity change, negative = inhibition, most hits filed as inhibitors. P17405. 340,000 compounds, 0.006% hits; further: potency means the concentration at half of the fitted maximal effect
#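 Fluorescence read-out (Ex 386 nm, Em 447 nm) after stopping the reaction at pH 10. Enzyme: ASM from human placenta; substrate HMU-PC0, 9 uM final; 60 min, 37 °C. Compound preincubation 10 min, ambient temperature.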
# TSHR antag: human thyrotropin receptor antagonism | P16473 | 330,000 compounds, 0.2% hits | TSHR-expressing cells, TSH-stimulated cAMP HTRF, 2 h; stronger effect = lower value | activity change, negative = inhibition, % at 11.5 µM;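 active means activity change below a set negative limit, meaning inhibition stronger than a set level, cut at about -70% in these data; inconclusive means activity change between two set negative limits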; further: on the % scale 0 is the no-effect control and ±100 the full control effect
# Target sequence (P16473 whole entry, looked up): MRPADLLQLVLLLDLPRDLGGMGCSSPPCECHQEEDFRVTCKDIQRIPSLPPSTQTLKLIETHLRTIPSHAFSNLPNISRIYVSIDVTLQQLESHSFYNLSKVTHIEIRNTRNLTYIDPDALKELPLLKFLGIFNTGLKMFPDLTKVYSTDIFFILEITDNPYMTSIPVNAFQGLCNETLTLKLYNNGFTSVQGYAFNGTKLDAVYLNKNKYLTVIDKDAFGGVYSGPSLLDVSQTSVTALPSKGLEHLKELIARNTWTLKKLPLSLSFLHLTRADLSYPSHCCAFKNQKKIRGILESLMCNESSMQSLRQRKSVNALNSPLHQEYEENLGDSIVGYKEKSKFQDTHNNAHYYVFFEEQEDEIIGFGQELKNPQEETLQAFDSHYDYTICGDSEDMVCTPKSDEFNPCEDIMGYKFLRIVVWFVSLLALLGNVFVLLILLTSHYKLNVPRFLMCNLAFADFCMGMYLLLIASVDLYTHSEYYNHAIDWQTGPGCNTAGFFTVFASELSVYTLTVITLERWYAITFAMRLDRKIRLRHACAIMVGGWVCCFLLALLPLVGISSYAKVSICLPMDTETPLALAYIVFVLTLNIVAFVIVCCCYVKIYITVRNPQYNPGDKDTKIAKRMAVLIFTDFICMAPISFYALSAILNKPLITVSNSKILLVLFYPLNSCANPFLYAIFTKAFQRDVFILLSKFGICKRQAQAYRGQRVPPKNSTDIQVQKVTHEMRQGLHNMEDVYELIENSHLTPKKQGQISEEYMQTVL
#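 Inhibition of cAMP made by TSHR-expressing cells under TSH stimulation (4nM final, EC80; 2 h, 37 deg C) is quantified with a one-step lysis HTRF kit, anti-cAMP cryptate versus cAMP-d2.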
# TCR activator: activates T cell receptor signaling. primary human leukocytes, anti-CD3, IL-2 HTRF, 48 h. Potency, µM (highest dose often 9.22 µM), inactives show at the top dose activation of IL-2 secretion, hits mostly activators. 330,000 tested, under 10 active. AID 504894; further: % of control where 0% means no effect
#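 HTRF read-out of IL-2 secretion: europium cryptate donor excited at 320nm, d2 acceptor emission at 665nm. Cells were primary human leukocytes incubated 48 hr with compounds and a-CD3 beads, supplying TCR signal only.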
# ELG1 DNA repair: blocks ELG1-dependent DNA repair in HEK293T cells; HEK293T ELG1-luciferase reporter, luminescence, 16 h; DNA damage induced by 5-fluorouridine; Potency, µM (highest dose often 46.1 µM), inactives show at the highest dose activity change, negative = inhibition, hits mostly inhibitors; 330,000 compounds, 2.3% hits; further: potency means the concentration at half of the fitted maximal effect; on the % scale 0 is the no-effect control and ±100 the full control effect; nearly all actives have a fitted effect of over 55% in size
#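 Reporter activity after DNA damage by 5-fluorouridine is monitored. Compound-treated cells incubate 16 hr at 37 °C, then ONE-Glo is added for 30 min before luminescence reading.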
# Integrin act MD: activates integrin-mediated alleviation for muscular dystrophy | alpha7betagal myoblasts, beta-gal FDG fluorescence, 48 h | Potency, µM (top dose mostly 38.3 µM), for inactives: at the highest dose activation, hits mostly activators | 350,000 compounds, 0.064% hits | AID 624291;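 further: potency means the concentration at half of the fitted maximal effect; 100% = response of the positive control SU9516; nearly all actives have a fitted effect of over 60% in size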
#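 Alpha7betagal+/- myoblasts (passage 13) were plated 16-24 hr, then exposed to compounds (1:260 dilution of DMSO stock) for 48 hours at 37C. After MPER lysis, β-galactosidase reporter activity was read as FDG fluorescence (ex 480/em 540) after 30 minutes.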
# Eya2 inh: Eya2 (human) phosphatase inhibition; Potency, µM (doses to about 76.9 µM), inactives show top-dose activity, negative = inhibition, most hits filed as inhibitors; AID 488837; recombinant Eya2, OMFP fluorescence dephosphorylation (OMFP is methylfluorescein phosphate); 330,000 compounds, 0.006% hits; further: potency means the concentration at half of the fitted maximal effect; on the % scale 0 is the no-effect control and ±100 the full control effect
#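 Eya2 (0.2 uM) preincubated 10 min at ambient with compound, then OMFP substrate added at 50 uM; 10 min reaction in 50 mM HEPES pH 7.5, 50 mM NaCl, 5 uM MgCl2, 0.05% BSA, 1 mM DTT. Fluorescence read at Ex 485/Em 525 nm.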
# Chronic BCR inh: blocks chronic active B-cell receptor signaling; ABC-DLBCL IkBa-CBG/CBR reporter, luminescence ratio, 4 h; Potency, µM (doses to about 46.1 µM), for the others: top-dose ratio change, negative = lower green/red ratio, actives largely listed as inhibitors; 340,000 compounds, 0.05% hits; AID 493014; active means well fitted inhibition curve with a large enough effect in the signal ratio, with a control signal flat, not every such curve was filed as active; inconclusive means small, poorly fitted or top-dose-only effect, or effect the other way, or a change in a side signal; the % refers to the signal ratio;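 further: potency means the concentration at half of the fitted maximal effect; plate controls were basal doxycycline-induced cells for no effect and cells given 10 µM MG132 for full effect; MG132 reads +100%, hits lower the ratio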
#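 Concentration-response series (up to 46 uM) were applied to TMD8 dual-reporter cells for 4 h at 37C with doxycycline. Green/red ratio, after filter-overlap correction, defined %Activity; red signal alone was normalised to basal cells and zero luminescence.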
# The depositor's hits bear a star; ? = inconclusive; . = no result given; [ ] = remark or other dose. Unless noted, the call rests on the fitted dose curve; in most records, active means well fitted curve in the direction sought with a large enough effect; inconclusive means small, poorly fitted or top-dose-only effect, or another doubt; inactive means no such curve, though single readings can be large; an effect the other way counts as inactive or inconclusive. Compounds as they come; any-hit rate near 3.2%.
SMILES,TSG101-PTAP inh,Mito fusion act,Tb PFK inh,A-T KAP1 phos,S-ASM inh,TSHR antag,TCR activator,ELG1 DNA repair,Integrin act MD,Eya2 inh,Chronic BCR inh
CCOc1ccc(NC(=O)c2ccc(OC)cc2)cc1,0%,0%,-3%,-3%,4%,14,0%,?,22%,-2%,?
COc1ccc(/C(C)=N/OCC(=O)N=Nc2c(O)[nH]c3ccccc23)cc1,-1%,0%,0%,13%,2%,12,-9%[46.1 µM],-24%,?,0%,-8%
CCN(CC)C(=O)C(=O)N/N=C/c1ccc(C(=O)O)cc1,0%,-17%,-4%,-4%,2%,5,-4%[46.1 µM],3%,15%,-14%,9%
CCCn1c(SCC(=O)NCc2ccco2)nnc1-c1ccncc1,-5%,2%,0%,1%,2%,2,-6%,5%,-4%,5%,4%
Nc1cccnc1Sc1ccc([N+](=O)[O-])cn1,-7%,-1%,-22%,0%,0%,-1,-3%[46.1 µM],1%,-2%,-1%,1%
CC(=O)NC(CC(=O)NC12CC3CC(CC(C3)C1)C2)c1ccccc1 (stereo not drawn),-2%,-2%,0%,1%,0%,-1,1%[46.1 µM],-4%,-22%,3%,0%
O=C(NCCc1ccccc1F)C1CCC(=O)N(CCCN2CCCC2=O)C1 (stereo not drawn),-5%,3%,2%,8%,0%,16,-8%,10%,-8%,3%,0%
CCN1CCN(C(c2cccs2)C(C)NC(=O)c2cccc(OC)c2)CC1 (stereo not drawn),-1%,-2%,-5%,14%,2%,-2,3%,?,-12%,-2%,12%
COc1cccc(CNC(=O)CC2C(=O)NCCN2CCCc2ccccc2)c1 (stereo not drawn),-12%,-1%,-3%,7%,-1%,-1,.,13%,0%,-12%,5%
C=COC(=O)CSc1snc(SCC(=O)OC)c1C#N,-3%,-6%,0%,4%,-1%,-23,1%,10%,-29%,1%,?

# The last 2 records of the part above lead into the next:
SMILES,TSG101-PTAP inh,Mito fusion act,Tb PFK inh,A-T KAP1 phos,S-ASM inh,TSHR antag,TCR activator,ELG1 DNA repair,Integrin act MD,Eya2 inh,Chronic BCR inh
COc1cccc(CNC(=O)CC2C(=O)NCCN2CCCc2ccccc2)c1 (stereo not drawn),-12%,-1%,-3%,7%,-1%,-1,.,13%,0%,-12%,5%
C=COC(=O)CSc1snc(SCC(=O)OC)c1C#N,-3%,-6%,0%,4%,-1%,-23,1%,10%,-29%,1%,?
COc1ccc2ccccc2c1CNCCCN1CCOCC1,1%,-6%,3%,4%,-1%,-6,1%,5%,-21%,2%,0%
O=C(NC(=S)N1CCN(C(c2ccccc2)c2ccccc2)CC1)c1ccc(S(=O)(=O)N2CCOCC2)cc1,0%,5%,7%,12%,-1%,13,-10%[46.1 µM],?,-18%,1%,-16%
Cc1cc(N2CCN(C)CC2)nc2ccc(NC(=O)CCC3CCCC3)cc12,1%,-12%,-1%,5%,111%[activator],4,3%,-1%,?,-2%,2%
Cc1cc(C)n(-c2ccc(C(=O)Nc3sccc3C(N)=O)cc2)n1,4%,7%,1%,7%,-3%,-11,1%,?,-16%,-15%[15.4 µM],-10%
Cc1ccc(OCC(=O)NCCNC(=O)c2ccc(C)nc2)cc1,-6%,3%,-23%,12%,0%,46,-1%,7%,22%,4%,-9%
CCc1sc(C(C2C(=O)CC(C)(C)CC2=O)C2C(=O)CC(C)(C)CC2=O)cc1[N+](=O)[O-],-2%,-6%,-21%,-1%,4%,-7,6%,?,-17%,13%,?
CCC(C)[C@H](NC(=O)NCc1ccccc1Cl)C(=O)O (stereo partly drawn),-1%,-4%,2%,0%,-3%,-2,7%,10%,0%,11%,?
COc1cc(OC)cc(-n2nnnc2SCC(=O)N2CCCc3ccccc32)c1,-5%,4%,-5%,-3%,2%,-4,1%,?,0%,-5%,-3%
COc1ccc(N(Cc2cc3ccccc3[nH]c2=O)C(=O)C2CCCO2)cc1 (stereo not drawn),0%,1%,4%,6%,1%,0,7%,18%,-9%,-3%,1%
O=S(=O)(CCc1nc2ccccc2o1)c1ccc(Cl)cc1,-10%,-2%,-8%,-2%,2%,-7,2%,-2%,17%,-5%,?
CNC(=S)NCCC(c1ccccc1)c1ccccc1,-6%,-1%,8%,1%,0%,-40,0%[46.1 µM],?,-4%,-3%,-2%
CCn1cnc2sc(C(=O)N3CCN(c4ccc(OC)cc4)CC3)c(C)c2c1=O,2%,2%,-1%,-3%,-3%,12,3%,-23%,4%,-9%,-16%
O=C(Nc1ccc(S(=O)(=O)Nc2ncccn2)cc1)c1ccco1,-10%,-3%,-2%,-2%,1%,-2,.,?,-17%,-4%,?
CCOc1ccc(CN(C)CC(=O)Nc2cccc3ccccc23)cc1OC,0%,-2%,-8%,17%,-1%,-1,.,?,-2%,-10%,-6%
Cc1cc(NC(=O)NC(=O)c2ccc(F)cc2F)n[nH]1,0%,-1%,-2%,-3%,2%,9,2%,?,23%,-9%,?
Cc1cc2nc(NC3=NCN(Cc4ccc5c(c4)OCO5)CN3)nc(C)c2cc1C,.,-3%,4%,4%,.,-3,.,0%,.,-4%,2%
Cc1ccc2nc(-c3ccncc3)cc(C(=O)Nc3ccncc3)c2c1,-3%,-1%,3%,1%,0%,-48,-7%,-8%,-10%,10%,0%
C#CCOCCOCCOCCNc1nc(N2CCN(C(=O)[C@H]([C@@H](C)CC)n3cc([C@@H](N)CO)nn3)CC2)nc(N2CCN(C(=O)[C@H]([C@@H](C)CC)n3cc([C@@H](N)CC(C)C)nn3)CC2)n1,-15%,-1%,-1%,13%,4%,12,8%,5%,-3%,-3%,-15%
O=C(NCCc1cn2ccccc2n1)c1ccc(Br)o1,-4%,-2%,-2%,1%,17%,-5,-3%,3%,15%,12%,-10%
Cc1cc(C)n(CC(C)Nc2nc3nonc3nc2N2CCCCC2)n1 (stereo not drawn),0%,5%,-2%,1%,-4%,-10,-1%,5%,9%,16%,?
COc1ccc(C(=O)NCCn2ccc3ccccc32)c(OC)c1,-8%,8%,1%,2%,-5%,2,2%,?,-10%,-3%,?
Cc1cc(C)c2nc(Cl)c(CN(Cc3ccco3)C(=O)Nc3ccccc3C)cc2c1,28%,7.1µM*,0%,.,-8%,14,-1%,-1%,-37%,-4%,-2%
COc1cc(Cl)c(S(=O)(=O)N2CCN(Cc3ccc4c(c3)OCO4)CC2)cc1Cl,-2%,?,0%,2%,0%,-10,3%[46.1 µM],8%,9%,-1%,-2%
Cc1ccc(/C=N/NC(=O)CN(Cc2ccccc2)S(=O)(=O)c2ccc3c(c2)OCCO3)cc1,-2%,?,5%,2%,-5%,2,2%[46.1 µM],?,-6%,-2%,?
CCc1cc2c(cc3c(=O)n(CC(=O)NCCCN4CCCCCC4)nc(CC)n32)s1,-2%,-4%,0%,-1%,1%,-6,0%,3%,10%,-10%,0%
Cc1cccnc1NC(=O)c1ccc(OCC2CCCO2)cc1 (stereo not drawn),-1%,-2%,2%,-4%,2%,7,.,?,20%,-4%,-1%
CC(=O)Nc1ccc(NC(=O)CSc2nnnn2C2CCCCC2)cc1,-1%,1%,-1%,-1%,-2%,13,-3%,17%,-34%[inhibitor],29%,0%
Cc1c(NC(=O)/C(C#N)=C/c2ccc(-c3ccc(Cl)c(Cl)c3)o2)c(=O)n(-c2ccccc2)n1C,-6%,?,0%,-5%,-16%,-14,-2%[46.1 µM],21µM*,8%,-3%,3%
Cc1nn(C)c(C)c1S(=O)(=O)N1CCC(C(=O)NCCC2=CCCCC2)CC1,-1%,1%,-2%,8%,1%,-1,-2%,-11%,19%,0%,5%
CC(C)(C)C(=O)Nc1nnc(SCc2ccc(F)cc2)s1,-6%,9%,-4%,-2%,-1%,7,0%,?,12%,4%,13%
O=C(Nc1ccc(F)cc1F)c1ccc(S(=O)(=O)NCc2ccco2)cc1,-2%,.,4%,10%,-1%,.,-3%,-15%,-21%,-1%,-7%
